# Bfl-1 inhibitors: Bfl-1 inhibitors, primary screen, biochemical, fluorescence polarization, FITC-Bid, mouse (AID 432). Bcl-2-related protein A1 (Mus musculus). FITC-Bid BH3 peptide fluorescence polarization displacement; higher % means a stronger effect. one-dose displacement, % at 20 µM; IC50 in µM for titrated hits. 64,000 compounds, 0.02% hits; in the data active = a potency from the dose series; inactive = the rest, 99 in 100 with displacement below about 15%; note: strong numbers were not always called active
# LYP phosphatase: LYP phosphatase inhibitors, primary screen, biochemical, DiFMUP fluorescence, recombinant catalytic domain, 10 µM (AID 606); recombinant LYP catalytic domain, DiFMUP fluorescence; higher % means a stronger effect; inhibition, % at 10 µM, or IC50 in µM where a hit was titrated; 52,000 tested, under 10 active;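 active = IC50 under 40 µM in the dose-response test; inactive = IC50 of 40 µM or more, or never dose-tested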
# HT1080 cytotoxicity: cytotoxicity in HT1080 fibrosarcoma cells, cell-based, fluorescence readout (AID 620) | 87,000 compounds, 0.42% hits | HT1080 viability, fluorescence; higher % means a stronger effect | cytotoxicity, % at 10 µM, or EC50 in µM where a hit was titrated;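 note: cells exposed to compound overnight then 4 h with Alamar Blue; 0% = vehicle DMSO and 100% = killing control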
# HPDE-C7K KRASV12: cytotoxicity in KRAS-transformed pancreatic duct cells, primary screen, cell-based, fluorescence, HTS (AID 431); HPDE-C7K KRASV12 cells, Alamar Blue viability, 48 h; higher % means a stronger effect; 63,000 compounds, 1.7% hits; cytotoxicity, % at 10 µM; hits with a dose series show EC50 in µM;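 active = compounds whose percent cytotoxicity in the single-dose primary screen, scaled between solvent and toxic-drug controls, exceeds 50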;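 note: 0% = DMSO solvent wells and 100% = doxorubicin-treated wells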
# Spn DPM-DC inh: S. pneumoniae DPM-DC inhibitors, primary screen, biochemical, PK/LDH-coupled NADH fluorescence | calls only at 10 µM | 65,000 compounds, 0.49% hits | purified DPM-DC | diphosphomevalonate decarboxylase (Streptococcus pneumoniae D39);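 active = the 320 compounds with the highest percent inhibition in the single-dose primary screen, excluding strongly autofluorescent ones, cut at about 32% in these data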;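 note: kinetic rate of NADH fluorescence loss reporting ADP formed by the decarboxylase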
# MK inhibit: S. pneumoniae MK inhibitors, primary screen, biochemical, PK/LDH-coupled NADH absorbance | 65,000 compounds, 0.48% hits | inhibition, % at 10 µM | purified MK, PK/LDH-coupled NADH absorbance 340 nm | AID 555, 2006;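 active = ranked among the strongest by inhibition in the single 10 µM screen, a fixed top-ranked set picked for dose follow-up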; note: no value below 0 was filed
# HPDE-C7 cytotoxicity: cytotoxicity in HPDE-C7 cells, cell-based, fluorescence, HTS (AID 430); HPDE-C7 pancreatic duct cells viability, fluorescence; higher % means a stronger effect; cytotoxicity, % at 10 µM; hits with a dose series show EC50 in µM; 63,000 compounds, 1.8% hits;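 note: cells exposed to compound for 48 hours before viability readout; 0% = vehicle and 100% = reference cytotoxic drug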
# Alkaline phosphatase: human TNAP enzyme inhibitors, biochemical, luminescent (AID 518); purified TNAP enzyme, luminescent substrate readout; higher % means a stronger effect; one-dose inhibition, % at 20 µM; IC50 in µM for titrated hits; 64,000 compounds, 0.09% hits; Alkaline phosphatase, tissue-nonspecific isozyme (Homo sapiens); in the data active = a potency from the dose series; inactive = the rest, 99 in 100 with inhibition below about 22%;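 note: plate controls were vehicle for no effect and reference inhibitor for full effect; many of its hits are not listed in these tables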
# PMK inhibit: S. pneumoniae PMK inhibitors, primary screen, biochemical, mevalonate pathway, pilot trial included; inhibition, % at 10 µM; 65,000 compounds, 0.49% hits; phosphomevalonate kinase (Streptococcus pneumoniae D39); purified PMK, PK/LDH-coupled NADH absorbance 340 nm;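 active = top-ranked compounds by inhibition in the single 10 µM screen, taking a fixed number of the strongest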;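 note: 0% = full reaction with DMSO carrier and 100% = background rate without enzyme reaction; no value below 0 was filed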
# PMK inhibit pilot replicates: further read-out of PMK inhibit, marked with its call; inhibition, %; measured here: pilot screen replicates
# MK inhibit pilot replicates: further read-out of MK inhibit, marked with its call; inhibition, %; measured here: pilot screen replicates
# Spn DPM-DC inh pilot screen %: second read-out of Spn DPM-DC inh, no call of its own (marks repeat the call); inhibition, %; measured here: pilot screen trials
# Starred values were filed as active, the others as inactive; i = inactive; . = no result given. Cut-off read from the data, not from the text of the source, unless noted: active = cytotoxicity above about 50%; inactive = the rest.
SMILES,Bfl-1 inhibitors,LYP phosphatase,HT1080 cytotoxicity,HPDE-C7K KRASV12,Spn DPM-DC inh,MK inhibit,HPDE-C7 cytotoxicity,Alkaline phosphatase,PMK inhibit,others
O=C(CSc1nnc(-c2cnccn2)n1Cc1ccco1)c1ccccc1,-5%,6%,-4%,-2%,i,7,-5%,5%,15,
Cc1ccc(S(=O)(=O)n2nc(C)c(Br)c2C)c(C)c1C,-4%,5%,3%,9%,i,11,1%,6%,9,
COc1cccc(S(=O)(=O)NCc2ccc(C(=O)NCC3CCCO3)cc2)c1 (stereo not given),0%,10%,6%,-19%,i,8,-7%,9%,1,
COc1ccc(OC)c(NC(=O)CSCc2cnn(-c3ccccc3)c2-n2cccc2)c1,-2%,0%,-2%,-2%,i,5,4%,3%,6,
COc1ccc(CN2CCN(C(=O)c3cccs3)CC2)cc1,2%,-2%,-8%,-7%,i,27,-10%,6%,8,
CC(=O)Nc1ccc(-c2nn3c(C)nnc3s2)cc1C,3%,3%,3%,-12%,i,6,2%,3%,9,
Cn1c(=NC(=O)CN2C(=O)C3CC=CCC3C2=O)sc2ccccc21 (stereo not given),-4%,.,0%,-13%,i,0,-12%,10%,14,
Cc1noc(C)c1COC(=O)c1ccc2ccccc2n1,2%,-4%,2%,-2%,i,0,-6%,10%,15,
Cc1cccc(CC(=O)Nc2c3c(nn2-c2cccc(Cl)c2)CS(=O)C3)c1 (stereo not given),-7%,-29%,6%,12%,i,9,11%,8%,17,PMK inhibit pilot replicates=0.5;MK inhibit pilot replicates=5.5;Spn DPM-DC inh pilot screen %=0.0
Cc1cc(NC2CCCCC2)nc(N2CCOCC2)n1,-6%,7%,-7%,7%,i,7,12%,4%,2,
Cc1cc(C)c2cc(CN(Cc3ccco3)C(=O)NCc3ccccc3)c(=O)[nH]c2c1,2%,-6%,-10%,17%,i,1,1%,-1%,7,
Cc1nc(C)c(C(=O)OCC(=O)N2CCN(c3ccccc3)CC2)s1,3%,4%,0%,0%,i,6,-2%,8%,14,PMK inhibit pilot replicates=2.5;MK inhibit pilot replicates=1.5;Spn DPM-DC inh pilot screen %=0.0
C=CCN1C(=O)CS/C1=N/c1nccs1,-5%,3%,4%,2%,i,2,10%,8%,0,PMK inhibit pilot replicates=2.0;MK inhibit pilot replicates=0.0;Spn DPM-DC inh pilot screen %=0.5
Cc1cc(O)c(NC(=O)c2ccc(Br)o2)cc1C,-2%,5%,-1%,12%,i,8,10%,18%,5,PMK inhibit pilot replicates=3.5;MK inhibit pilot replicates=0.0;Spn DPM-DC inh pilot screen %=0.0
COC(=O)Nc1ccc(S(=O)(=O)N(CCO)CC(F)(F)C(F)F)cc1,1%,5%,-1%,3%,i,0,-4%,0%,7,
COc1cccc(N=C2SC(C(=O)Nc3ccc(F)cc3)CC(=O)N2C)c1 (stereo not given),2%,-1%,-12%,1%,i,4,-9%,7%,15,
O=C(Cc1cccs1)Nc1nnc(SCC(=O)N2CCCCC2)s1,-8%,10%,14%,-4%,i,0,-7%,12%,17,
CCN(CC)CCCN(C(C)=O)c1nc(-c2cc(OC)ccc2OC)cs1,-7%,13%,8%,9%,i,3,6%,8%,12,
COc1ccc(-c2nnc3sc(-c4ccco4)nn23)cc1OC,-3%,8%,-7%,-16%,i,8,-21%,4%,10,
O=C(c1ccccc1S(=O)(=O)NCc1ccccc1)N1CCCCC1,-3%,5%,-6%,-15%,i,6,-6%,3%,0,
CSCCC(NS(=O)(=O)c1ccc(Cl)cc1)C(=O)OCC(=O)N1CCOCC1 (stereo not given),-5%,7%,9%,-22%,i,0,-19%,-6%,0,
O=C(NC1CCCCCC1)C1CCCN(S(=O)(=O)c2cccs2)C1 (stereo not given),-6%,-1%,-2%,-1%,i,0,-10%,15%,7,PMK inhibit pilot replicates=7.5;MK inhibit pilot replicates=2.0;Spn DPM-DC inh pilot screen %=1.5
Cn1c(=O)cc(OCCCC(=O)N2CCCCC2)c2ccccc21,1%,18%,-10%,1%,i,4,0%,9%,9,PMK inhibit pilot replicates=0.0;MK inhibit pilot replicates=0.0;Spn DPM-DC inh pilot screen %=0.0
CCOC(=O)c1ccc(N2Cc3ccccc3C2)cc1O,-3%,23%,-1%,-12%,i,7,1%,9%,2,
CCC(Sc1nnnn1-c1ccccc1)C(=O)Nc1nc2ccccc2s1 (stereo not given),-1%,-21%,1%,19%,i,6,7%,10%,0,

# Four entries picked at random from the list so far:
SMILES,Bfl-1 inhibitors,LYP phosphatase,HT1080 cytotoxicity,HPDE-C7K KRASV12,Spn DPM-DC inh,MK inhibit,HPDE-C7 cytotoxicity,Alkaline phosphatase,PMK inhibit,others
C=CCN1C(=O)CS/C1=N/c1nccs1,-5%,3%,4%,2%,i,2,10%,8%,0,PMK inhibit pilot replicates=2.0;MK inhibit pilot replicates=0.0;Spn DPM-DC inh pilot screen %=0.5
COc1ccc(-c2nnc3sc(-c4ccco4)nn23)cc1OC,-3%,8%,-7%,-16%,i,8,-21%,4%,10,
COc1ccc(OC)c(NC(=O)CSCc2cnn(-c3ccccc3)c2-n2cccc2)c1,-2%,0%,-2%,-2%,i,5,4%,3%,6,
CCN(CC)CCCN(C(C)=O)c1nc(-c2cc(OC)ccc2OC)cs1,-7%,13%,8%,9%,i,3,6%,8%,12,

# (cont.)
SMILES,Bfl-1 inhibitors,LYP phosphatase,HT1080 cytotoxicity,HPDE-C7K KRASV12,Spn DPM-DC inh,MK inhibit,HPDE-C7 cytotoxicity,Alkaline phosphatase,PMK inhibit,others
COc1ccc(-c2noc(-c3ccccc3F)n2)cc1,-2%,0%,4%,-3%,i,4,10%,3%,8,
Cc1cccc(OCc2nnc(SCc3cc(=O)n4cc(Br)ccc4n3)o2)c1,-1%,11%,2%,-16%,i,6,-7%,12%,8,
CCC(Sc1nnnn1-c1ccccc1)C(=O)NC(C)c1ccccc1 (stereo not given),-12%,7%,2%,-1%,i,10,12%,-4%,8,
Cc1ccc2c(c1)c(C)c(C)n2CC(O)Cn1nc(C)c(Br)c1C (stereo not given),.,8%,-2%,.,i,2,.,.,5,
CCCN1/C(=C(/C#N)C2=NS(=O)(=O)c3ccccc32)N(C)c2ccccc21,4%,5%,1%,-18%,i,0,-12%,3%,10,
Cc1oc2c(C)c3oc(=O)c4c(c3cc2c1C)CCC4,-3%,7%,-8%,-2%,i,5,1%,5%,6,
Cc1ccccc1CN1CCCNC1=O,-8%,.,6%,-4%,i,0,-9%,5%,14,
O=C(Nc1ccc(Cl)cc1)N(Cc1cccs1)Cc1cccs1,6%,14%,-2%,4%,i,4,-8%,5%,0,
CCOc1cc(C(N)=O)cc(OCC)c1OCC,-6%,-7%,11%,-6%,i,4,-2%,6%,0,
O=C(c1cccc(F)c1)N1C2C=CC(C2)C1(C(F)(F)F)C(F)(F)F (stereo not given),-3%,-3%,5%,-8%,i,3,-3%,16%,9,
COc1ccc(-n2c(CNC(=O)c3cc(OC)c(OC)c(OC)c3)n[nH]c2=S)cc1,1%,.,.,-9%,i,2,2%,9%,19,
Cc1nonc1NC(=O)OC1CCCCC1,1%,.,.,-5%,i,0,-14%,12%,7,
O=C(O)CSc1nnc(CNc2ccc(Cl)cc2)n1Cc1ccccc1,1%,15%,-1%,.,i,9,.,-2%,7,
CCCCSc1nc2c(cnn2-c2ccc(C)c(C)c2)c(=O)[nH]1,-10%,-4%,5%,9%,i,2,1%,8%,2,
COc1ccc2nc(NC(=O)c3cccc(OCc4c(C)noc4C)c3)sc2c1,8%,3%,57%*,49%,.,6,45%,9%,6,
COc1cc2c(cc1NC(=O)c1cccnc1)CCCC2,1%,7%,-7%,-4%,i,11,14%,10%,5,
CCCCC(=O)Nc1ccc2c(c1)nc1n2CCSC1,2%,12%,18%,-5%,i,4,-11%,3%,0,
O=C(Cn1cnc2c(cnn2-c2ccc(F)cc2)c1=O)N1CCCc2ccccc21,0%,2%,-4%,7%,i,0,-13%,11%,19,PMK inhibit pilot replicates=1.5;MK inhibit pilot replicates=0.0;Spn DPM-DC inh pilot screen %=1.5
Cc1ccc(C(=O)NCc2cccs2)cc1S(=O)(=O)N1CCCCC1,-3%,6%,-6%,-6%,i,4,-14%,6%,13,
COc1ccc(C(=O)CSc2nc(C)cc(=O)[nH]2)cc1,-10%,-9%,-10%,2%,i,0,-17%,5%,0,PMK inhibit pilot replicates=5.5;MK inhibit pilot replicates=1.0;Spn DPM-DC inh pilot screen %=3.5
Cc1sc2nc(SCC(=O)NCc3ccco3)[nH]c(=O)c2c1C,-8%,-3%,-2%,4%,i,1,8%,15%,6,
CCOC(=O)Cc1csc(NC(=O)CCN2C(=O)c3ccccc3C2=O)n1,-2%,16%,-7%,-2%,i,0,-2%,12%,4,
COc1ccccc1-c1nc(C#N)c(N2CCN(C(c3ccccc3)c3ccccc3)CC2)o1,-2%,.,4%,3%,.,15,-13%,8%,12,
N#Cc1ccc(-c2ccco2)nc1SCC(=O)c1ccc(Cl)cc1,-7%,1%,-4%,19%,i,10,21%,18%,9,
O=C(CCCn1c(=O)[nH]c2ccccc2c1=O)NC1CCCCCC1,-8%,-4%,0%,-11%,i,0,-20%,5%,16,
SMILES,Bfl-1 inhibitors,LYP phosphatase,HT1080 cytotoxicity,HPDE-C7K KRASV12,Spn DPM-DC inh,MK inhibit,HPDE-C7 cytotoxicity,Alkaline phosphatase,PMK inhibit,others
O=C(NCc1cccs1)C1CCC(CNS(=O)(=O)c2cccs2)CC1 (stereo not given),-3%,20%,.,-16%,i,0,-11%,1%,13,
COc1ccc(NC(=O)CSc2nnc(-c3ccccc3C)n2N)cc1OC,-3%,-1%,3%,-2%,i,8,-3%,6%,16,
CCCCOC(=O)C1Cc2ccccc2C(=O)O1 (stereo not given),6%,3%,.,-7%,i,9,-5%,8%,7,
CCN1C(=O)C2C(c3ccccc3F)NC(Cc3ccc(O)cc3)(C(=O)OC)C2C1=O (stereo not given),-5%,12%,-4%,0%,i,6,-5%,6%,15,
O=C(NCc1ccc(F)cc1)C1CCCN(S(=O)(=O)c2cccnc2)C1 (stereo not given),-11%,.,3%,-17%,i,6,-21%,4%,8,
C[C@@H]1C[C@H](Nc2ccccc2)c2ccccc2N1C(=O)c1cccnc1,-6%,9%,-7%,19%,i,6,12%,16%,0,
c1ccc2cc(OCCN3CCCC3)ccc2c1,0%,.,7%,-8%,i,41*,-7%,12%,4,
O=CN1CCN(C2CC(=O)N(c3ccc4c(c3)OCO4)C2=O)CC1 (stereo not given),-4%,-2%,12%,-3%,i,2,-10%,3%,9,
COc1cccc(C(=O)OCc2ccccc2C#N)c1O,-2%,.,4%,5%,i,0,1%,11%,0,
CCOc1ccc2nnnn2n1,-6%,5%,-3%,-1%,i,0,0%,7%,6,
CN(C(=O)c1cccc(C#N)c1)c1nnc(-c2ccccn2)s1,-3%,-3%,-12%,-3%,i,19,-2%,9%,15,

# High-throughput results as filed in PubChem BioAssay.
